HP1b binding inh = blocks HP1-beta chromodomain binding to methylated histone tails; P83916; AlphaScreen HP1-beta / biotin-H3K9me3 peptide binding; Potency, µM (highest dose often 114 µM), for the others: at the top dose activity change, negative = inhibition, actives largely listed as inhibitors; 390,000 tested, 0.56% active; AID 540317; further: potency means the concentration at half of the fitted maximal effect; nearly all actives have a fitted effect of over 70% in size; inactives centre near 23
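HP1-beta protein (50 nM final) preincubated 30 min at room temperature with biotinylated H3(1-18)K9me3 peptide (50 nM) in PBS pH 7.4, 0.01% Tween-20, then compound added for 30 min. AlphaScreen streptavidin donor/nickel chelate acceptor beads (10 ug/mL final), 30 min dark, luminescence read.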
rTrxR1 inhibitor = rat TrxR1 inhibition; 390,000 tested, 1% active; O89049; recombinant rTrxR1, NADPH fluorescence consumption, selenite substrate; Potency, µM (titrated, usually from 114 µM), without a hit: at the top dose activity change, negative = inhibition, most hits filed as inhibitors; further: potency means the concentration at half of the fitted maximal effect; on the % scale 0 is the no-effect control and ±100 the full control effect; nearly all actives have a fitted effect of over 65% in size
Target sequence (O89049 whole entry, looked up): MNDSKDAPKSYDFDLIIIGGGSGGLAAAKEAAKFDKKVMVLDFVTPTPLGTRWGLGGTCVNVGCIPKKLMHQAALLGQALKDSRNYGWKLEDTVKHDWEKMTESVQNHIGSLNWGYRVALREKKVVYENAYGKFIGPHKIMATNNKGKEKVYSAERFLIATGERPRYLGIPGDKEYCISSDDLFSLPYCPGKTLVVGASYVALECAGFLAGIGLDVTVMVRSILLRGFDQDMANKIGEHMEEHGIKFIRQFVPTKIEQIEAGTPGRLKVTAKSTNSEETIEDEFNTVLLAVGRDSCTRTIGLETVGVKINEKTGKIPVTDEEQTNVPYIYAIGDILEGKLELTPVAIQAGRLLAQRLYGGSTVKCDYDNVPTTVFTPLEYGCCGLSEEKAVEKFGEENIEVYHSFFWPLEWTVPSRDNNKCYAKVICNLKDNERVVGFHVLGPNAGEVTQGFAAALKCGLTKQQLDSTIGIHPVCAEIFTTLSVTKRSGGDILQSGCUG
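Rat TrxR1 (90 nM in the dispensed reagent) was pre-reduced with 400 uM NADPH for 5 min at room temperature, then incubated with compound for 15 min. After 400 uM selenite was added, NADPH fluorescence (Ex 340/Em 450 nm) was followed for 8 min.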
IDH1 R132H inh = inhibitors of human mutant IDH1 R132H; O75874; 390,000 tested, 0.093% active; Potency, µM (top dose mostly 76.6 µM), for inactives: at the top dose activity change, negative = inhibition, usual class: inhibitors; IDH1-R132H enzyme, NADPH consumption, diaphorase/resazurin fluorescence; further: potency means the concentration at half of the fitted maximal effect; on the % scale 0 is the no-effect control and ±100 the full control effect; nearly all actives have a fitted effect of over 65% in size
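IDH1-R132H (0.5 ug/mL) preincubated 30 min with compound, then NADPH (0.016 mM) and alpha-KG (2 mM) added; 80 min at RT, pH 7.5. Remaining NADPH coupled via diaphorase/resazurin to fluorescence (540/590 nm); concentration-response curves normalized to no-enzyme control.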
PI4K2A inh = blocks human PI4K2A kinase activity. purified PI4K2A, ADP-Glo luminescence, 1 h; hits give low values. 420,000 tested, 0.13% active. activity change, negative = inhibition, % at 76.9 µM; in the data active means activity change below about -50%; inconclusive means mostly about -30% to -49%;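 further: -100% = wells without enzyme as full effect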
Target sequence (Q9BTU6 whole entry, looked up): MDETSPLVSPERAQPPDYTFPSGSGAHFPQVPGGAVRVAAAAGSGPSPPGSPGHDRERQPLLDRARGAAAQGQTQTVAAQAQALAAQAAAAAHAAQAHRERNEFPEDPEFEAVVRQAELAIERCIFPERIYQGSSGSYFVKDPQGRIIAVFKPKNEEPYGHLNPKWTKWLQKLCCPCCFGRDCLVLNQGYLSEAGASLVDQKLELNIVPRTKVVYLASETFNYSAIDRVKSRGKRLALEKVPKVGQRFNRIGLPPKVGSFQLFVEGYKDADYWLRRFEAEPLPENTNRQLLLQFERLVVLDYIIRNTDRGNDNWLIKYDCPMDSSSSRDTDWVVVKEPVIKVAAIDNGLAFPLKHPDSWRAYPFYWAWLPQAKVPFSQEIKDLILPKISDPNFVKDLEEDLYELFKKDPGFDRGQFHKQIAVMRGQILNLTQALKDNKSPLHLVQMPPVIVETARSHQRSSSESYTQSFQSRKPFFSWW
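PI4K2A activity was measured by ADP-Glo luminescence: enzyme (4 ug/mL stock) and phosphatidylinositol (1.2 mM stock) in Tris pH 7.5/MgCl2/EGTA/Triton X-100 buffer were reacted with ATP (300 microM stock) for one hour at ambient temperature.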
GLS inhibitor = glutaminase GLS (human) inhibition; O94925; GLS enzymatic activity, qHTS titration; Potency, µM (top dose mostly 45.5 µM), inactives show at the top dose activity change, negative = inhibition, usual class: inhibitors; 410,000 tested, 0.21% active; AID 624170; further: potency means the concentration at half of the fitted maximal effect; on the % scale 0 is the no-effect control and ±100 the full control effect
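Read-out is an Amplex red fluorescence increase coupled through glutamate oxidase and HRP, measured before and after 30 min room-temperature incubation. hKGA is in 45 mM KH2PO4 (pH 8.2) with 0.02% Tween-20; glutamine added as 1mM solution.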
USP1 inh = blocks the human USP1/UAF1 deubiquitinase complex; O94782; recombinant USP1/UAF1, Ub-Rhodamine cleavage fluorescence; Potency, µM (doses to about 57.1 µM), inactives show top-dose activity change, negative = inhibition, actives largely listed as inhibitors; 390,000 tested, 0.23% active; AID 743255; further: potency means the concentration at half of the fitted maximal effect; on the % scale 0 is the no-effect control and ±100 the full control effect; nearly all actives have a fitted effect of over 60% in size; inactives centre near -12
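USP1/UAF1 complex at 1 nM was preincubated with compound for 15 min at room temperature, then Ub-Rho substrate (150nM final) was added. Fluorescence (480/540 nm) was read kinetically, 6 reads every 60 seconds.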
Pin1 inh = blocks the human prolyl isomerase Pin1; Q13526; Pin1 FP peptide displacement, HiFluor488, 10 min; Potency, µM (doses to about 115 µM), for the others: at the highest dose activity, negative = inhibition, usual class: inhibitors; 390,000 tested, 0.009% active; active means well fitted inhibition curve with a large enough effect in the polarisation, with a control signal flat, not every such curve was filed as active; inconclusive means small, poorly fitted or top-dose-only effect, or effect the other way, or a change in a side signal; inactive means no such curve, though single readings can be large or run the other way; the % refers to the polarisation; further: potency means the concentration at half of the fitted maximal effect; on the % scale 0 is the no-effect control and ±100 the full control effect
TrxR1 substrate = substrates of rat thioredoxin reductase 1 | O89049 | purified TrxR1 substrate turnover, NADPH consumption readout | Potency, µM (doses to about 114 µM), for inactives: at the top dose activity change, negative = substrate turnover | 390,000 tested, 0.01% active; further: potency means the concentration at half of the fitted maximal effect; on the % scale 0 is the no-effect control and ±100 the full control effect; nearly all actives have a fitted effect of over 50% in size
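Rat TrxR1, dispensed at 90 nM, was prereduced with 400 uM NADPH (final) for 5 min at ~22 deg C, then incubated with compound 15 min before 400 uM selenite. A first-read NADPH fluorescence drop versus no-compound background flagged substrates.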
PGK inhibitor = inhibitors of T. brucei phosphoglycerate kinase; 380,000 tested, 0.043% active; Potency, µM (series often up to 57.5 µM), for inactives: at the highest dose activity change, negative = inhibition, hits mostly inhibitors; PGK/GAPDH coupled, Kinase-Glo luminescence, 60 min; P07378; further: potency means the concentration at half of the fitted maximal effect; on the % scale 0 is the no-effect control and ±100 the full control effect; nearly all actives have a fitted effect of over 60% in size
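Luminescent ATP detection (Kinase-Glo Plus) follows a 60-minute room-temperature incubation, with wells lacking PGK as controls. Buffer: 100 mM TEA (pH 7.6), 5 mM MgCl2, 0.01% Tween-20. Coupling enzyme GAPDH (100 nM final) supplies unstable 1,3-BPG in-well.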
Active calls of the source: *; i = inactive; ? = inconclusive; . = not tested or not shown; [ ] = remark or other dose. Unless noted, the call rests on the fitted dose curve; in most records, active means well fitted curve in the direction sought with a large enough effect; inconclusive means small, poorly fitted or top-dose-only effect, or another doubt; inactive means no such curve, though single readings can be large; an effect the other way counts as inactive or inconclusive. Only part of the results is shown, so the mix of outcomes need not match the whole.

Molecule	HP1b binding inh	rTrxR1 inhibitor	IDH1 R132H inh	PI4K2A inh	GLS inhibitor	USP1 inh	Pin1 inh	TrxR1 substrate	PGK inhibitor
CCOC(=O)c1c(C)[nH]c(C)c1C(=O)COC(=O)/C=C/c1ccc(Cl)cc1	?	2.6%	3.3%	-1.3	7.2%	-4.6%	-0.4%	-8.9%	i
COc1cc(/C=C/c2nc(C#N)c(NCCc3ccccc3)o2)cc(OC)c1OC	-8.2%	14.7%	-6.5%	-7.1	0.2%	-1.3%	-0.6%	207.2%[activator]	-0.5%
COc1ccc2c(C)c(CCC(=O)NCc3ccccc3OC)c(=O)oc2c1	36.5%	16.2%	-3.5%	-0.8	-16.5%	?	4.9%	19.7%	-8.6%
COC(=O)Cc1c(C)c2ccc(OCC(=O)c3ccc(OC)c(OC)c3)cc2oc1=O	76.1%[activator]	-1.2%	-8.1%	1.8	-11.0%	-11.2%	1.5%	-3.4%	i
CCN(CC)c1ccc(Nc2nc(-c3cccnc3)cs2)cc1	39.8µM*	13.8%	6.7%	-5.9	?	-5.7%	-5.0%	6.6%[57.1 µM]	-1.0%
CC(=O)N1CCC(=NNc2nc3ccccc3[nH]2)CC1	?	-6.4%[57.1 µM]	-7.9%	0.0	35.2%[activator]	-17.0%	-16.1%	-6.8%[57.1 µM]	i
COC(=O)c1ccc(NC(=O)CSC2=Nc3ccccc3C3CC=NN23)cc1 (configuration not stated)	20.9%	-8.0%	2.8%	0.2	14.1µM*	-8.7%	8.9%	-4.5%	-0.5%
O=C(CSCc1ccc([N+](=O)[O-])cc1)NC1CCCCCC1	30.8%	16.5%	4.4%	0.0	-5.5%	-28.0%	-1.3%	2.9%	i
CN(C)C(=O)CN1CCN(Cc2cn(C)nc2-c2ccc3c(c2)OCCO3)CC1	21.5%	4.8%	0.3%	-0.3	3.2%	-25.0%	-1.5%	-0.2%	0.9%
COC(=O)c1ccccc1NC(=O)CCS(=O)(=O)c1ccc(Br)cc1	3.16µM*	?	-3.5%	-9.4	?	?	.	4.2%	?
COc1ccccc1-c1cnc2c(c1)C(=O)N([C@@H](C)CO)C[C@@H](C)[C@H](CN(C)C(=O)c1cccnc1)O2	.	.	5.4%	1.6	?	-17.2%	.	.	-10.3%
O=c1cc(C(F)(F)F)[nH]c2c(C(F)(F)F)cccc12	31.6%	-42.3%	-6.4%	1.7	7.5%	13.4%	-3.1%	212.2%[activator][57.1 µM]	6.0%
O=C(NCCCc1ccccc1)C(=O)NCC1OCCN1S(=O)(=O)c1ccccc1 (configuration not stated)	29.0%	7.6%	2.5%	-1.9	1.1%	-17.6%	14.3%	-0.9%	-0.9%
CC(C)C(=O)N1CCN(c2nc(-c3ccccc3)c3c(c2C#N)CC(C)(C)OC3)CC1	43.0%[activator]	9.6%	-1.8%	1.8	5.2%	0.3%	-2.9%	42.8%[activator]	-0.7%
COCC(=O)N1CCC(n2nnc3cc(C(F)(F)F)ccc32)CC1	58.3%[activator]	34.4%	8.7%	1.7	0.1%	-18.6%	-3.5%	1.9%	.
O=C(Cn1c(=O)n(-c2ccccc2Cl)c(=O)c2sc3ccccc3c21)NC1CCCC1	10.5%	23.6%	-0.1%	2.5	-0.1%	?	-6.2%	24.7%	-1.2%
COc1cccc(NC(=S)NC2CC3CCCC(C2)N3CC(C)C)c1 (configuration not stated)	19.8%	8.3%	0.7%	-3.6	7.6%	-12.7%	-4.4%	-0.4%	-5.1%
COc1ccccc1NC(=O)CSC1=Nc2ccccc2C2=NC(CC(=O)NCc3ccccc3)C(=O)N12 (configuration not stated)	0.5%	14.9%[57.1 µM]	-17.6%	-3.5	5.3%	-45.1%	6.0%	-3.3%[57.1 µM]	-4.6%
COc1ccc(-c2cc3ccc(O)c(CN4CCC(C)CC4)c3oc2=O)cc1OC	18.2%[57 µM]	21.7%[57.1 µM]	-16.9%	3.2	-21.2%	3.8%	-13.3%	6.7%[57.1 µM]	-0.8%
Cn1cc(CNC(=O)COc2ccc(Cl)cc2Cl)cn1	31.6%	9.3%	-1.0%	7.2	-0.7%	-15.7%	-0.2%	3.8%	1.0%

Brought forward from above: two compounds, then new ones.
Molecule	HP1b binding inh	rTrxR1 inhibitor	IDH1 R132H inh	PI4K2A inh	GLS inhibitor	USP1 inh	Pin1 inh	TrxR1 substrate	PGK inhibitor
COc1ccc(-c2cc3ccc(O)c(CN4CCC(C)CC4)c3oc2=O)cc1OC	18.2%[57 µM]	21.7%[57.1 µM]	-16.9%	3.2	-21.2%	3.8%	-13.3%	6.7%[57.1 µM]	-0.8%
Cn1cc(CNC(=O)COc2ccc(Cl)cc2Cl)cn1	31.6%	9.3%	-1.0%	7.2	-0.7%	-15.7%	-0.2%	3.8%	1.0%
CCc1c(C)nc(Nc2nc(C)c3ccc(OC)cc3n2)[nH]c1=O	9.5%	8.7%	-0.4%	1.5	-28.9%	-2.4%	-4.9%	1.8%	i
Cc1c(N=c2scc(-c3ccccc3)n2CCO)c(=O)n(-c2ccccc2)n1C	27.4%	4.6%	-1.6%	1.9	-11.3%	-12.0%	-2.7%	-3.8%	3.8%
Cc1ccccc1Nc1nc(NCc2ccco2)c2ccccc2n1	?	27.6%[57.1 µM]	-3.6%	-8.1	5.5%	-5.6%	1.7%	2.7%[57.1 µM]	-3.4%
CCCCC1=CC2=CC(=O)C(C)(OC(=O)CC)C(=O)C2=CN1C(CO)CO (configuration not stated)	29.7%	-11.4%	-2.7%	-8.8	-3.2%	?	-2.1%	-6.2%	i
COc1cc([N+](=O)[O-])cc(/C=C2/SC(=S)N(Cc3ccccc3)C2=O)c1O	?	-15.4%[2.29 µM]	-5.8%	-1.1	-13.2%	-17.3%	5.4%	-0.8%[57.1 µM]	-18.4%
C/C=C/c1ccc(OCCCNC)c(OC)c1	?	-22.5%	-2.3%	5.5	6.3%	1.3%	-2.3%	5.8%[57.1 µM]	-4.9%
CCOc1cccc2c1OC1(C)CC2NC(=O)N1c1cccc(C(=O)N2CCN(c3ccccn3)CC2)c1 (configuration not stated)	36.6%	2.6%	7.5%	2.9	-20.3%	-13.9%	0.3%	-7.5%	-4.4%
C=CCn1c(SCC(=O)/C(C#N)=C(\C)N)nc2sc(C)c(C)c2c1=O	20.5%	15.3%	-0.3%	-3.6	-5.6%	-11.0%	17.8%	8.5%	-4.0%
COc1cc(/C=N/NC(=O)c2cccnc2)ccc1OC(=O)c1cccc(Br)c1	42.0%[activator]	-14.3%	6.4%	0.3	-4.8%	-12.2%	-8.7%	-7.6%	-7.5%
CCC1CCC(C(=O)NC(C(=O)Nc2ccc3c(c2)OCCO3)C(C)C)CC1 (configuration not stated)	45.2%[activator]	28.7%[57.1 µM]	-0.2%	3.3	-1.6%	-17.1%	-4.3%	10.4%[57.1 µM]	-3.6%
CC1=C(C(=O)Nc2ccccn2)C(c2ccc(Cl)cc2)NC(=S)N1 (configuration not stated)	42.6%[activator]	19.1%[57.1 µM]	5.1%	3.8	-0.4%	-14.0%	0.8%	-17.7%[57.1 µM]	i
Cc1ccc(S(=O)(=O)N2CCC(C(=O)NNC(=O)c3cccnc3)CC2)cc1	31.0%	10.8%[57.1 µM]	5.9%	3.1	-8.9%	1.6%	2.7%	2.2%	1.6%
Cc1noc(C)c1NC(=O)Nc1cccc2c1O[C@H](CN(C)S(=O)(=O)c1c(C)noc1C)[C@@H](C)CN([C@H](C)CO)C2=O	43.6%[activator]	5.7%[57.1 µM]	5.5%	2.9	-4.2%	-15.5%	-0.6%	4.2%	-2.0%
COC(=O)c1cccc(N(CC(=O)NCC2CCCO2)C(=O)CCC(=O)Nc2cc(C)on2)c1 (configuration not stated)	35.7%	14.3%[57.1 µM]	-4.7%	1.6	-2.0%	-3.5%	-9.2%	11.5%[0.0914 µM]	2.7%
C=CCN(C(=O)CCC(=O)Nc1cc(C)on1)C(C(=O)NC(C)(C)CC)c1cccc(OC)c1OC (configuration not stated)	8.1%	2.0%	-8.3%	5.6	3.7%	-21.6%	-12.5%	-7.0%	-4.6%
O=C(O)C/C(=C\c1cc2c(cc1Br)OCO2)c1nc2ccccc2s1	-13.2%	?	-1.0%	-1.8	0.5%	-4.1%	6.1%	-22.1%	-0.1%
CC(C)NC1(C(N)=O)CCN(Cc2ccccc2)CC1	-17.8%	18.0%	7.4%	-0.6	5.1%	-14.4%	-6.2%	9.7%	-1.7%
Cc1c(C(=O)N2CCC2)oc2c(F)cccc12	16.2%	11.5%[57.1 µM]	9.3%	-1.5	1.3%	-5.3%	-4.2%	8.1%[57.1 µM]	2.4%
CCc1ccc(CN(C)C(=O)c2cc(COc3cc(C)c(Cl)c(C)c3)on2)nc1	85.6%[activator]	8.0%	17.0%	1.6	-2.7%	-28.7%	-4.0%	-1.4%	2.2%
CC(=O)c1cccc(NC(=O)CN2CCN(Cc3ccccc3)CC2)c1	?	1.0%[57.1 µM]	2.8%	1.0	4.6%	-9.9%	-3.5%	6.1%[57.1 µM]	4.5%
CC1(c2ccccc2)CC2CC(c3ccccc3)N1O2 (configuration not stated)	33.2%	18.4%	5.5%	3.5	-5.4%	-11.0%	-7.5%	5.7%	21.6%
